MRP-1 activ: H69AR viability gain despite doxorubicin, primary screen, MRP-1 activator project, H69AR cells, CellTiter-Glo; viability increase, % at 10 µM; viability rescue; 0.61% of 140,000 active;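 active = viability gain under doxorubicin at or above a set limit, the compound median plus 3 SD, cut at about 4.7% in these data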;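 also: MRP-1 overexpressing cells given doxorubicin 25 µM after compound pretreatment; 18-22 h compound pretreatment then 72 h with doxorubicin before readout; 0% = doxorubicin-only wells and 100% = vehicle-treated cells without doxorubicin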
Yeast growth inh: growth inhibitors of yeast BB579 in restrictive medium, primary screen, yeast lifespan-shortening project, S. cerevisiae. OD615, 48 h. inhibition, % at 10 µM. 0.51% of 140,000 active;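 active = inhibition above a set limit, 3 SD over the mean compound inhibition, cut at about 44% in these data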; also: inactives centre near -24
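Assay system – yeast BB579 (DeaD) · Dosing – single compound dose of 10 µM, 0.25% DMSO final · Detection – OD615 turbidity measurement · Buffer or medium – CSMM-D restrictive synthetic medium containing dextrose (glucose) · Benchmarks – positive control amphotericin B 10 µg/mL · Incubation – 48 h exposure, 30 °C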
Yeast lifespan up: compounds extending yeast replicative lifespan, primary screen, S. cerevisiae, OD615; S. cerevisiae growth with nicotinamide; deaD strain in restrictive glucose medium; inhibition of the nicotinamide effect, % at 10 µM; 0.68% of 130,000 active;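 active = inhibition above a set limit, placed 3 SD over the median of all compounds, cut at about 26% in these data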;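 also: 0% = nicotinamide-treated wells and 100% = cells grown without nicotinamide; some compounds called inactive have numbers as strong as hits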
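Buffer or medium: CSMM-D glucose medium, restrictive; test system: modified budding yeast, DeaD strain; compound: single dose 10 µM compound, 0.25% DMSO; schedule: culture preincubation 4 h, compound exposure 48 h, both 30 °C; detection: optical density (absorbance) at 615 nm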
Measles CPE: compounds protecting cells from measles virus cytopathic effect, primary screen, measles RdRp inhibitor project, single point, MLSMR library, absorbance; Measles virus-infected cells, CPE protection; protection (pct of control), % at 4 µM; 1.5% of 140,000 active; in the data active = protection mostly above about 24%, no sharp cut-off; inactive = mostly below about 26%; also: some compounds called inactive have numbers as strong as hits
GALR2 antag: GALR2 antagonists in receptor-expressing cells, primary screen | Galanin receptor type 2 (Homo sapiens), O43603 | antagonist mode | inhibition, % at 4 µM | 0.39% of 140,000 active | AID 828, 2007; in the data active = inhibition above about 27%;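 also: cells stimulated with galanin 1-16 at roughly its EC80; 0% = agonist challenge control and 100% = basal control without agonist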
Target sequence (O43603 whole entry, looked up): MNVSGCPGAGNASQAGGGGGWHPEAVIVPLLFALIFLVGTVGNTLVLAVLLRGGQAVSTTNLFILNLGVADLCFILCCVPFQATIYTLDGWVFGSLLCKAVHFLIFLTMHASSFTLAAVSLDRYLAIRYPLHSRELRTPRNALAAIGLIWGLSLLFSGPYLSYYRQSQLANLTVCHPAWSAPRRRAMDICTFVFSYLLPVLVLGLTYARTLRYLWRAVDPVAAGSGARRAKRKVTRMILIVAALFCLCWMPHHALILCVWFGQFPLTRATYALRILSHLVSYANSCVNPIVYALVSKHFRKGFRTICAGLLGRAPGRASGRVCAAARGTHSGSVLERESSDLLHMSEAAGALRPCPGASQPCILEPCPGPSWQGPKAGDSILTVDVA
E-sel TNF inh: E-selectin induction blockers in HUVEC – imaging, immunofluorescence, high content, primary screen; HUVEC TNFa-induced E-selectin immunofluorescence; inhibition, % at 2 µM; 0.71% of 120,000 active;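 active = inhibition above the batch mean plus 3 SD, and confirmed as a hit on visual image review, cut at about 43% in these data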;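 also: 0% = TNF-stimulated DMSO wells and 100% = unstimulated control wells; not every result past the cut was called active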
PTEN del growth: growth suppression of PTEN-null HCT116, primary screen, cell-based, CellTiter-Glo; HCT116 PTEN-null viability, 60 h; hits give low values; viability, % at 10 µM; 1.2% of 140,000 active;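 active = viability at or below a set limit, 4 SD under the median of all tested compounds, cut at about 3.7% in these data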;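 also: PTEN knockout HCT116 line with beta catenin targeted HCT116 as companion control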
Phagocyt inh: inhibitors of macrophage phagocytosis, primary screen, imaging, J774A.1 cells, IgG beads | J774A.1 macrophage IgG-bead phagocytosis | inhibition, % at 5 µM | 0.07% of 110,000 active;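 active = inhibition above the mean of the plate negative controls plus 5 SD, cut at about 13% in these data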;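 also: phagocytic index as fraction of beads internalized from green versus red external bead signal; plate controls were DMSO negative control for no effect and cytochalasin-D positive control for full effect; some results beyond the cut were filed as inactive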
bCat KO growth: primary screen for growth suppressors in beta-catenin knockout HCT116 cells (colon tumor, human); HCT116 beta-catenin knockout viability, CellTiter-Glo, 60 h; hits give low values; 1.5% of 140,000 active; viability, % at 10 µM; AID 818, 2007;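 active = viability at or under a set limit, the compound median less 4 SD, cut at about 6% in these data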;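 also: 0% = Hyamine 1622 control at 20 µM and 100% = untreated cell control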
NPY Y2 blocker: NPY-Y2 receptor antagonists, primary screen, cell-based; Neuropeptide Y receptor type 2 (Homo sapiens), P49146; NPY-Y2 expressing cells, antagonist mode; 0.99% of 140,000 active; inhibition, % at 2.7 µM; in the data active = inhibition above about 17%;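 also: 0% = vehicle with agonist challenge and 100% = reference antagonist with challenge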
Target sequence (P49146 whole entry, looked up): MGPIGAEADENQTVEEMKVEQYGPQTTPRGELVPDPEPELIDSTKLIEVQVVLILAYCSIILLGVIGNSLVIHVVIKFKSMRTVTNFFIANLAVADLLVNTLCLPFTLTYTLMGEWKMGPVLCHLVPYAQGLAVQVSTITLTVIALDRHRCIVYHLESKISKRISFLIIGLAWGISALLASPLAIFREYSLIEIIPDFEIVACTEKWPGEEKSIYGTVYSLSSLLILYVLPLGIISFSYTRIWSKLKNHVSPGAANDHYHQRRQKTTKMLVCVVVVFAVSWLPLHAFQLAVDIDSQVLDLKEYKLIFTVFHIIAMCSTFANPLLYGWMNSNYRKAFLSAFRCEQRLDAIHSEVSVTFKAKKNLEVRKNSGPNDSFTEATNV
* hit, by the source's call; . = not tested or not shown. Hits appear at their usual frequency (roughly 6.2% active in at least one column).

canonical_smiles,MRP-1 activ,Yeast growth inh,Yeast lifespan up,Measles CPE,GALR2 antag,E-sel TNF inh,PTEN del growth,Phagocyt inh,bCat KO growth,NPY Y2 blocker
Cc1cc(Cl)c(S(=O)(=O)NCc2ccccc2)cc1OCC(N)=O,-0.7,-26,0,7,-10,-46,99,0,101,0
COc1cc(OC)cc(-c2nc(N)n[nH]2)c1,-3.8,12,-17,13,3,-25,94,4,102,0
CN1C(=O)CC(N2CCN(c3ncccn3)CC2)C1=O (stereo not given),-0.3,-15,-15,35,-12,-47,96,0,103,2
CCC(OC(=O)c1cccs1)C(=O)NC1CCCCC1 (stereo not given),-0.7,-24,-6,30,-7,-30,96,-1,117,1
Cc1onc(-c2ccccc2Cl)c1C(=O)Nc1ccc(-n2nncc2-c2ccco2)cc1,-1.1,-39,-17,19,6,-23,91,2,73,1
COc1ccccc1-c1ccc(Nc2cccc(C(C)=O)c2)nn1,-0.2,-68,-7,13,9,22,110,0,101,1
CN(C1CCCCC1)S(=O)(=O)c1ccc(NC(=O)C2CCCCC2C(=O)O)cc1 (stereo not given),0.9,-39,-3,4,-4,-2,99,-2,96,5
O=C(/C=C\Nc1cccc(F)c1)c1cccs1,-1.2,-51,-21,6,14,70*,104,0,84,3
Cc1cc(NC(=O)Cn2nc(C(F)(F)F)c3c2CCC3)no1,-2.5,-15,4,2,-2,-4,86,6,90,1
COc1ccccc1NC(=O)c1sc(NC(=O)c2ccco2)c(C#N)c1C,-2.6,-14,-5,7,-7,0,76,-1,91,-2
Cc1ccc(/C=N/NC(=O)c2cccs2)s1,-0.7,-37,-6,9,8,.,93,-9,100,0
CCOC(=O)c1sc2nc(CSCC(=O)OCc3ccc(C(=O)OC)o3)[nH]c(=O)c2c1C,0.4,-36,-5,10,-11,7,99,-1,106,6
CCOC(=O)c1cnc(-n2nc(C)cc2C)nc1NC1CCCCC1,-5.7,98*,-13,11,0,.,2.1*,2,1.9*,20*
O=C(N/N=C/c1ccc(O)cc1)c1csc2ccccc12,-3.9,4,-14,13,1,-16,63,.,69,6
C/C=C/c1ccc(OCCCNCC(C)O)c(OC)c1 (stereo not given),-2.5,31,-18,5,-15,-4,81,-2,84,3
O=C(CSc1nc2c(c(=O)n1-c1ccc(Br)cc1)SCC2)NCc1ccco1,-2.1,-32,-3,8,0,-4,81,0,79,9
COc1ccc(S(=O)(=O)Nc2ccc(S(=O)(=O)Nc3nc(C)cc(C)n3)cc2)cc1OC,-1.1,-27,-11,12,0,-1,87,-1,93,-1
Cc1ccccc1Cn1nnc(C(=O)Nc2cccc(C)c2C)c1N,-0.8,-31,-27,4,7,29,76,-4,78,0
Cc1cc(C(=O)N/N=C/c2cc(N=Nc3ccccc3)ccc2O)n[nH]1,2.5,-11,4,4,12,.,7,-8,7,-2
O=C(Nn1c(C2CCCCC2)nc2ccccc2c1=O)c1cc(Cl)ccc1[N+](=O)[O-],-2.1,-48,11,37,18,.,102,-6,92,8
CCC(C(=O)Nc1ccc(OC)c(Cl)c1)c1ccccc1 (stereo not given),-3.3,-1,-4,12,4,-9,74,0,80,0
Cc1ccc(C(=O)O/N=C\c2ccc(N3CCCCC3)c([N+](=O)[O-])c2)cc1,0.2,-15,-3,13,-15,-25,82,.,80,2
O=C(COC(=O)CCCNC(=O)c1ccc(Cl)cc1)Nc1cc(Cl)ccc1Cl,-2.6,-1,5,7,-14,.,102,-5,97,-1
CC(=O)c1ccc(NC(=O)COC(=O)c2c3c(nc4ccccc24)/C(=C\c2cccs2)CCC3)cc1,-4.3,-38,1,22,15,-11,32,-3,43,0
Cc1ccccc1Nc1nc(-c2sc(NC(=O)c3ccco3)nc2C)cs1,-1.6,-12,-19,14,-9,.,68,0,70,-2
COCc1cc(C)nc(SCC(=O)Nc2ccc3c(c2)OCO3)c1C#N,-1.1,1,-10,2,3,2,100,2,106,5
COCc1n[nH]c(=S)n1-c1cccc2ccccc12,-2.5,-5,-2,6,1,.,98,-2,95,2
CC(=O)NCC(=O)N(Cc1ccco1)C1(C(=O)NC2CCCCC2)CCCCC1,-1.9,-11,-18,3,-20,7,101,.,104,7
COc1cc2c(cc1OC)-c1cc(NC3CCCC3)nc(=O)n1CC2,-0.9,-67,-4,9,-7,.,108,0,95,2
COc1ccc(CCNS(=O)(=O)c2cn(C)c(=O)n(C)c2=O)cc1OC,-1.3,7,-4,2,-2,.,93,-1,85,3
CCCCC(=O)Nc1nnc(C)s1,0.1,-54,-11,17,3,-28,105,-1,110,3
O=C(OCn1nnc2ccccc2c1=O)c1cc(-c2ccccc2Cl)nc2ccccc12,-1.2,-14,-6,20,14,-4,96,-8,80,4
COC(=O)c1cc(COC(=O)c2ccc(OC)c(S(=O)(=O)N3CCCC3)c2)oc1C,0.1,0,-3,2,2,.,96,-3,89,3
Clc1cc(Cl)c2nc(N3CCOCC3)sc2c1,-1.7,-24,.,8,-4,-47,99,.,87,2
Cc1cccc(-c2cc3nc(C)cc(NCCCN(C)C)n3n2)c1,-3.8,10,-10,39,16,-2,25,-1,30,1
COc1ccc(-c2ccc(SCC(=O)N3CCOCC3)nn2)cc1OC,0.6,-41,9,12,-13,7,106,2,101,1
CCCOCC(O)COc1ccccc1C(=O)N1CCOCC1 (stereo not given),1.4,-33,-18,15,-4,-2,98,0,101,-1
CCOc1ccc(NC(=O)CN(C)CC(=O)Nc2cccc(Cl)c2C)cc1OCC,-3.2,-61,-7,27,-2,-46,70,.,67,0
CCc1c(C)sc(NC(=O)OC)c1C(=O)N1CCOCC1,-0.6,-26,-1,6,1,-48,93,-3,96,3
Cc1c(/C=N\NC(=O)c2csc3ccccc23)cnn1C,-5.2,7,-15,37,1,5,82,.,83,2
COc1ccc(/C=C2\SC(=NCc3ccccc3)NC2=O)cc1,-4.9,-17,1,6,8,.,59,.,41,2
CC(=O)c1cccc(NC(=O)C2CCCN(S(C)(=O)=O)C2)c1 (stereo not given),0.1,-37,-5,6,-6,-19,98,-1,90,1
N#Cc1ccc(C23CC4CC(CC(C4)C2)C3)[nH]c1=O,-0.2,-22,6,14,1,.,105,0,100,-2
COc1cc(NC(=O)COC(=O)CSc2ccc3ccccc3c2)c(C)cc1[N+](=O)[O-],-1.9,-32,-2,10,4,-24,97,.,102,10
CN(c1ccc(OCC(=O)N2CCCCC2)cc1)S(=O)(=O)c1cccs1,-0.2,-24,15,2,4,-93,98,1,98,-1
Cc1ccc(SC(C)C(=O)NCCC2=CCCCC2)cc1 (stereo not given),1.4,-49,10,5,-16,27,83,-8,80,6
CCOC(=O)c1ccc(N2C(=O)CC(N(C)CCc3ccc(OC)c(OC)c3)C2=O)cc1 (stereo not given),0.3,-51,31,1,-66,-15,100,0,105,0
Cc1ccc(NC(=O)NCC(c2cccnc2)N2CCOCC2)cc1 (stereo not given),-1.5,-14,-1,6,4,.,101,.,91,1
COc1ccc(N(C(=O)Cn2nnc(-c3ccc(Cl)cc3)n2)C(C(=O)NCC2CCCO2)c2ccc(C)cc2)cc1 (stereo not given),0.9,-46,-3,9,2,-52,30,0,27,2
O=C(CCCc1c[nH]c2ccccc12)NCc1ccc2c(c1)OCO2,-4.2,-12,-9,3,-11,19,91,-1,84,4

(next part)
canonical_smiles,MRP-1 activ,Yeast growth inh,Yeast lifespan up,Measles CPE,GALR2 antag,E-sel TNF inh,PTEN del growth,Phagocyt inh,bCat KO growth,NPY Y2 blocker
O=C(NCc1ccco1)c1cc2ccc(O)cc2oc1=O,-3.1,-22,-23,2,-70,-7,50,0,48,5
C=CCN(C(=O)CCC(=O)Nc1cc(C)on1)C(C(=O)NC1CCCC1)c1cccnc1 (stereo not given),-0.6,-6,1,10,-1,-15,88,-1,81,7
COc1ccc(S(=O)(=O)N(CC(=O)NCC2CCCO2)c2ccc(F)cc2)cc1OC (stereo not given),-1.2,6,-9,6,9,15,91,0,109,-2
COc1c(Br)cc(Br)cc1/C=N/n1c(C)nnc1C,-0.7,-79,37*,28,0,.,37,-2,27,0
O=C(Cc1ccccc1)N/N=C/c1cccn1-c1ccc([N+](=O)[O-])cc1,-0.8,-1,-4,33,-7,.,86,2,92,-2
COc1ccc(OC)c(S(=O)(=O)N2CCC(C(=O)NCCC3=CCCCC3)CC2)c1,-1.5,-22,-4,6,5,-27,84,.,85,7
COc1ccc(C2CC(c3cc(OC)ccc3OC)n3nnnc3N2)cc1 (stereo not given),-2.5,-24,-8,7,-4,.,78,.,86,0
Cc1cc(S(=O)(=O)Nc2cc(C)c(O)c(C)c2)c(C)s1,-2.6,-31,-4,9,13,-4,2.1*,.,1.9*,4
CC(=O)NCC1=C(NC(C)=O)C2CC1C(C)(C)C2C (stereo not given),-0.7,-5,-12,4,4,6,100,4,103,1
C=CCSc1nnc(-c2nnc(SCC=C)n2CC)n1CC,-2.2,-13,-16,29,3,1,92,.,92,-1
COC(=O)C1CCN(C(=O)c2ccc(NC(C)=O)cc2)CC1,-0.1,-44,6,18,0,-57,105,-1,92,0
CC(=O)c1ccc(NC(=O)CSCCO)cc1,-0.5,-31,0,13,0,-8,104,-2,108,0
CCCn1c(NCc2ccc3c(c2)OCO3)nc2ccccc21,-0.7,-71,-4,8,12,.,91,1,82,11
CC(C)n1c(SCC(=O)Nc2nc3ccccc3s2)nc2c1c(=O)n(C)c(=O)n2C,-4.2,-17,.,3,-6,-4,62,.,73,2
CCN1CCN(c2nc3ccccc3nc2C(C#N)C(=O)OCc2ccccc2)CC1 (stereo not given),-2.6,0,-9,40,-8,7,30,0,24,7
CC1CCCCN1S(=O)(=O)c1ccc(C(=O)Nc2sccc2C(N)=O)cc1 (stereo not given),-1.7,-9,-10,4,9,-25,80,1,55,1
O=C(N/N=C/c1ccco1)c1cccc([N+](=O)[O-])c1,-0.6,-44,-1,17,11,.,99,-7,99,1
O=C(CCN1c2ccccc2Sc2ccccc21)Nc1ccccc1,-0.1,-48,-8,10,-11,11,61,0,58,-2

Exported field by field: part of the list above.
mol: O=C(N/N=C/c1ccco1)c1cccc([N+](=O)[O-])c1
  MRP-1 activ = -0.6
  Yeast growth inh = -44
  Yeast lifespan up = -1
  Measles CPE = 17
  GALR2 antag = 11
  E-sel TNF inh = .
  PTEN del growth = 99
  Phagocyt inh = -7
  bCat KO growth = 99
  NPY Y2 blocker = 1
mol: O=C(CCN1c2ccccc2Sc2ccccc21)Nc1ccccc1
  MRP-1 activ = -0.1
  Yeast growth inh = -48
  Yeast lifespan up = -8
  Measles CPE = 10
  GALR2 antag = -11
  E-sel TNF inh = 11
  PTEN del growth = 61
  Phagocyt inh = 0
  bCat KO growth = 58
  NPY Y2 blocker = -2

Bioassay records (PubChem BioAssay)
